Compound activity as filed in PubChem.
Integrin act MD: qHTS for Activators of Integrin-Mediated Alleviation for Muscular Dystrophy; alpha7betagal myoblasts, beta-gal FDG fluorescence, 48 h; Potency, µM (titrated, usually from 38.3 µM), inactives show at the top dose activation, hits mostly activators; actives 0.064% (n = 350,000); AID 624291, 2012;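 note: potency is the fitted concentration of half-maximal effect; 100% = response of the positive control SU9516; nearly all actives have a fitted effect of over 60% in size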
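alpha7betagal+/- myoblasts (passage 13, 250/well) treated 48 h at 37C with compounds at 1:260 dilution of DMSO stock. Lysed, then beta-galactosidase activity read as FDG fluorescence (ex 480/em 540) after 30 min, with pre-read for autofluorescence.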
Eya2 phos inh: qHTS Assay for Inhibitors of the Phosphatase Activity of Eya2 | Protein phosphatase EYA2 (Homo sapiens), O00167 | Potency, µM (series often up to 76.9 µM), for the others: at the top dose activity, negative = inhibition, usual class: inhibitors | recombinant Eya2, OMFP fluorescence dephosphorylation (OMFP is methylfluorescein phosphate) | actives 0.006% (n = 330,000); note: potency is the fitted concentration of half-maximal effect; % is set by controls: 0 for no effect and ±100 for the full control effect
Target sequence (O00167 whole entry, looked up): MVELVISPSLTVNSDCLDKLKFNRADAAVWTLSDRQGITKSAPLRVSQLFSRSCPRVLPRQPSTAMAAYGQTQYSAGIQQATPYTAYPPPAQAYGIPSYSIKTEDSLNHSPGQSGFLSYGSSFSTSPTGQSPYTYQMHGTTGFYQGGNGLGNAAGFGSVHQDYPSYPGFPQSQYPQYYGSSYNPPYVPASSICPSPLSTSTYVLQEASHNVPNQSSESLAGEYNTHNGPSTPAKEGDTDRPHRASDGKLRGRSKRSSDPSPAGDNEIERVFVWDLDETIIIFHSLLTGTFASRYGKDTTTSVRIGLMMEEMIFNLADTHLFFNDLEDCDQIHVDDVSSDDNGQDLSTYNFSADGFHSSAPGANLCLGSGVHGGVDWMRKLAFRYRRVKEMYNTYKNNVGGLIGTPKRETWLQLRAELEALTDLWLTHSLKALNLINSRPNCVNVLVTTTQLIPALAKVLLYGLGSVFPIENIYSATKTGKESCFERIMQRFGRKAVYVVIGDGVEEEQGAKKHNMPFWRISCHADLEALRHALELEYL
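Eya2 protein (added as 0.2 uM solution) was preincubated with compound for 10 min at ambient temperature in 50 mM HEPES pH 7.5, 50 mM NaCl, 5 uM MgCl2, 0.05% BSA, 1 mM DTT. OMFP (added at 50 uM) then reacted 10 min; fluorescence read at 485/525 nm.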
BRCA1 expr act: qHTS Assay to Identify Small Molecule Activators of BRCA1 Expression; MCF7-BRCA1-FFLuc reporter, luminescence, 48 h; response scale: scaled: vehicle 0%, 10 µM genistein 100%; Potency, µM (titrated, usually from 46.1 µM), for the others: top-dose activation, most hits filed as activators; actives 1.1% (n = 380,000); note: potency is the fitted concentration of half-maximal effect; nearly all actives have a fitted effect of over 80% in size; some results filed as inactive show a strong effect at the top dose
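Compounds are tested at multiple concentrations on MCF7 BRCA1-luciferase reporter cells seeded at 2000 per well; after 48 h, a single luminescence end-point is taken and curves fitted to the normalized data.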
TRPV1 ag: HTS Assay for Compounds that Act as Agonists of the Vanilloid Receptor 1 | Transient receptor potential cation channel subfamily V member 1 (Homo sapiens), Q8NER1 | TRPV1-expressing cells, Fluo-8 calcium influx, agonist mode | activation, % at 8.33 µM | actives 0.19% (n = 320,000) | AID 540275, 2011; in the data active = activation above about 80%; inconclusive = between about 30% and that limit; note: 0% is about no effect
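Cells expressing TRPV1 were dye-loaded with Fluo-8 and read kinetically: 10 s baseline, 3 min after compound (agonist portion), then 2 min after EC20 capsaicin (allosteric enhancer portion). Calcium-bound dye fluorescence at 480/520 nm.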
ASM inhibitor: Inhibitors of Secretory Acid Sphingomyelinase (S-ASM): qHTS; Sphingomyelin phosphodiesterase (Homo sapiens), P17405; placental ASM, HMU-PC fluorogenic substrate, 60 min; Potency, µM (highest dose often 57.5 µM), for inactives: at the highest dose activity change, negative = inhibition, most hits filed as inhibitors; actives 0.006% (n = 340,000); AID 504937, 2011; note: potency is the fitted concentration of half-maximal effect
Target sequence (P17405 47-631 limits assumed): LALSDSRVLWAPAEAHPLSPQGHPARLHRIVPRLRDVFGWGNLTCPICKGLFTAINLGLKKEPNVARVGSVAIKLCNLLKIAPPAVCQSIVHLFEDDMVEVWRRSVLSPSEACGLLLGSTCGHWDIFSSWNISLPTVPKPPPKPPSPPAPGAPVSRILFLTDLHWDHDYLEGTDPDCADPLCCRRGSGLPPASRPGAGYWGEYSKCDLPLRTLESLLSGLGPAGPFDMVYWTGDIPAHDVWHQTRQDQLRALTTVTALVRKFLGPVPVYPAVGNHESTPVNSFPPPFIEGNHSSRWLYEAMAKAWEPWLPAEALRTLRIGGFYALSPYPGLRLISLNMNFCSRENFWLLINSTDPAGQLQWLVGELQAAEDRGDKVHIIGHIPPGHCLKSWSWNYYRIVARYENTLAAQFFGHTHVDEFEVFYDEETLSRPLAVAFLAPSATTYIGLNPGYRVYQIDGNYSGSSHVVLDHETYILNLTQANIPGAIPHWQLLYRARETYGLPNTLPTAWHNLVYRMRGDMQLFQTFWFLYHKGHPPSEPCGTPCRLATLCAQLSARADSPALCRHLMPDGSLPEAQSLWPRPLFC
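Steps: dispense placental human ASM, pin compound, wait 10 min at room temperature, add HMU-PC0 substrate at 9 uM final, incubate 60 min at 37 °C, add stop solution raising pH to 10, read fluorescence.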
ELG1 genotox: qHTS screen for small molecules that induce genotoxicity in human embryonic kidney (HEK293T) cells expressing luciferase-tagged ELG1; HEK293T ELG1-luciferase reporter, luminescence, 16 h; Potency, µM (series often up to 46 µM), for the others: at the top dose activity change, positive = activation, actives largely listed as activators; actives 1.3% (n = 330,000); AID 504466, 2011; note: potency is the fitted concentration of half-maximal effect; % of control where 0% means no effect; nearly all actives have a fitted effect of over 60% in size
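HEK293T cells expressing luciferase-tagged ELG1 were treated with compound or DMSO for 16 hr at 37°C. Luciferase activity was then read after 30 min with ONE-Glo at room temperature; rising signal flags genetic stress.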
uPA generation: qHTS for Inhibitors of Cell Surface uPA Generation. Potency, µM (doses to about 38.3 µM), inactives show top-dose activity change, negative = inhibition, most hits filed as inhibitors. actives 0.31% (n = 330,000). cell surface uPA generation assay, qHTS; active = well fitted inhibition curve with a large enough effect; inconclusive = small, poorly fitted or top-dose-only effect; inactive = no such curve, though single readings can be large or run the other way; tested in mouse RAW 264.7 cells; note: potency is the fitted concentration of half-maximal effect; % is set by controls: 0 for no effect and ±100 for the full control effect; nearly all actives have a fitted effect of over 55% in size
TSG101-PTAP inh: qHTS Assay for Iinhibitors of HIV-1 Budding by Blocking the Interaction of PTAP/TSG101; Tumor susceptibility gene 101 protein (Homo sapiens), Q99816; Fluorescence polarization, FITC-PTAP peptide / Tsg101 binding; Potency, µM (highest dose often 115 µM), for inactives: at the top dose activity change, negative = inhibition, usual class: inhibitors; 340,000 tested, under 10 active; AID 493005, 2010; active = well fitted inhibition curve with a large enough effect in the main read-out, with a control signal flat, not every such curve was filed as active; inconclusive = small, poorly fitted or top-dose-only effect, or effect the other way, or a change in a side signal; inactive = no such curve, though single readings can be large or run the other way; note: potency is the fitted concentration of half-maximal effect; % of control where 0% means no effect
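Fluorescence polarization binding of Tsg101 binding domain (10 uM final) to FITC-labeled PTAP peptide (50 nM final) in HEPES pH 7.5 buffer with NaCl, Tween 20, EDTA, TCEP. Compounds added before peptide; binding 20 min at RT.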
USP2a inh: qHTS Assay for Inhibitors of Ubiquitin-specific Protease USP2a Using CHOP2 as the Reporter; Ubiquitin carboxyl-terminal hydrolase 2 (Homo sapiens), O75604; USP2 core, Ub-CHOP2 coupled fluorogenic reporter, 485/531; Potency, µM (top dose mostly 38.3 µM), for the others: at the top dose activity change, negative = inhibition, hits mostly inhibitors; actives 0.01% (n = 330,000);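 note: potency is the fitted concentration of half-maximal effect; plate controls were DMSO wells for no effect and full inhibition by NEM control for full effect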
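USP2 core (10nM final) preincubated 30min RT with compound in 20mM Tris-HCl pH 8.0, 2mM CaCl2, 2mM beta-mercaptoethanol, 0.05% CHAPS; 25nM Ub-CHOP2 plus 25nM reporter substrate added, fluorescence (Ex485/Em531) read after 60min.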
B2AR arrestin: qHTS assay of beta-arrestin-biased ligands of beta2-adrenergic receptor; Beta-2 adrenergic receptor (Homo sapiens), P07550; beta-arrestin recruitment to beta2AR, cell-based reporter; Potency, µM (highest dose often 46.1 µM), for inactives: at the highest dose activation, actives largely listed as activators; actives 0.02% (n = 330,000); AID 492947, 2010;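 note: potency is the fitted concentration of half-maximal effect; 0% = DMSO controls and full agonism = EC100 isoproterenol or metaproterenol; nearly all actives have a fitted effect of over 65% in size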
p53 reactivator: qHTS assay for re-activators of p53 using a Luc reporter. H1299 p53-A138V BP100-luciferase reporter, luminescence, 24 h. Potency, µM (top dose mostly 92.2 µM), for the others: at the top dose activity change, positive = activation, usual class: activators. actives 0.063% (n = 320,000). AID 504706, 2011; note: potency is the fitted concentration of half-maximal effect; % of control where 0% means no effect; nearly all actives have a fitted effect of over 45% in size
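H1299 (p53-null), stable ts p53-A138V + BP100-Luc; 1000 cells/well, Opti-MEM/10% FBS; cpd 4 pt, 1:5; 24 h, 37 deg C, 5% CO2; detection reagent 10 min RT; luminescence.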
An asterisk follows results filed as active; [ ] = another dose, or the depositor's remark. Unless noted, calls come from the whole dose curve; as a rule, active = well fitted curve in the direction sought with a large enough effect; inconclusive = small, poorly fitted or top-dose-only effect, or another doubt; inactive = no such curve, though single readings can be large; an effect the other way counts as inactive or inconclusive. Not a hit list. About 2.6% of those tested had a hit in this group.

A first look (2 entries):
For CCOC(=O)c1cccc(OCC(O)CNCCOc2ccccc2F)c1 (stereo not given) the results were Integrin act MD -1%, Eya2 phos inh 3%, BRCA1 expr act -9%, TRPV1 ag 1, ASM inhibitor 0%, ELG1 genotox -11%, uPA generation 4%, TSG101-PTAP inh -7%, USP2a inh 4%, B2AR arrestin -0.1% and p53 reactivator 4%.
O=C(CSc1nc(O)c(C2CCCCC2)c(=O)[nH]1)N1CCOCC1 was read as Integrin act MD inconclusive, Eya2 phos inh 5%, BRCA1 expr act 0%, TRPV1 ag 1, ASM inhibitor 1%, ELG1 genotox 3%, uPA generation -5%, TSG101-PTAP inh 0%, USP2a inh 0%, B2AR arrestin 0.4% and p53 reactivator 2%.

The list itself, previewed entries included:
For CCOC(=O)c1cccc(OCC(O)CNCCOc2ccccc2F)c1 (stereo not given) the results were Integrin act MD -1%, Eya2 phos inh 3%, BRCA1 expr act -9%, TRPV1 ag 1, ASM inhibitor 0%, ELG1 genotox -11%, uPA generation 4%, TSG101-PTAP inh -7%, USP2a inh 4%, B2AR arrestin -0.1% and p53 reactivator 4%.
O=C(CSc1nc(O)c(C2CCCCC2)c(=O)[nH]1)N1CCOCC1 was read as Integrin act MD inconclusive, Eya2 phos inh 5%, BRCA1 expr act 0%, TRPV1 ag 1, ASM inhibitor 1%, ELG1 genotox 3%, uPA generation -5%, TSG101-PTAP inh 0%, USP2a inh 0%, B2AR arrestin 0.4% and p53 reactivator 2%.
`CC(C)(C)NC(=O)c1cccc(NC(=O)CSc2ccc(Cl)cc2)c1` gave Integrin act MD 3%, Eya2 phos inh 4%, BRCA1 expr act 1%, TRPV1 ag 1, ASM inhibitor -3%, ELG1 genotox -4%, uPA generation 0%, TSG101-PTAP inh -3%, USP2a inh 1%, B2AR arrestin -0.4% and p53 reactivator 7%.
C/C(=N\NC(=O)c1ccc(CSc2nncn2C)cc1)c1ccc(Cl)cc1 was read as Integrin act MD -25%, Eya2 phos inh -2%, BRCA1 expr act 5%, TRPV1 ag 2, ASM inhibitor -2%, ELG1 genotox 6%, uPA generation -6%, TSG101-PTAP inh 3%, USP2a inh 2%, B2AR arrestin -0.5% and p53 reactivator -4%.
For Cc1ccc(-n2cc(CN(C)CCc3cn[nH]c3)c(-c3cccc(C)c3)n2)cc1 the results were Integrin act MD 15%, Eya2 phos inh -11%, BRCA1 expr act -48%, TRPV1 ag 2, ASM inhibitor 6%, ELG1 genotox 2%, uPA generation 11%, TSG101-PTAP inh 1%, USP2a inh -1%, B2AR arrestin 0.3% and p53 reactivator -2%.
Screening O=C(NCc1ccccn1)c1ccc(OC2CCN(Cc3ccc(Cl)s3)CC2)cc1 returned Integrin act MD -1%, Eya2 phos inh 8%, BRCA1 expr act -15%, TRPV1 ag 8, ASM inhibitor 1%, ELG1 genotox -5%, uPA generation -9%, TSG101-PTAP inh -4%, USP2a inh 0%, B2AR arrestin 0.1% and p53 reactivator -7%.
For O=C(NC1CC2CCCC(C1)N2C(=O)Nc1cccc(F)c1)C1CC1 (stereo not given) the results were Integrin act MD 15%, Eya2 phos inh -6%, BRCA1 expr act -3%, TRPV1 ag -4, ASM inhibitor -11%, ELG1 genotox 0%, uPA generation 0%, TSG101-PTAP inh -3%, USP2a inh 2%, B2AR arrestin -0.6% and p53 reactivator -3%.
Screening CC1(C#CC[N+]2(C)CCCCC2)CCC2C(O1)c1ccccc1OC2(C)C (stereo not given) returned Integrin act MD 0%, Eya2 phos inh -10%, BRCA1 expr act 3%, TRPV1 ag 3, ASM inhibitor 8%, ELG1 genotox 17%, uPA generation 3%, TSG101-PTAP inh 1%, USP2a inh 4%, B2AR arrestin -0.5% and p53 reactivator -1%.
Screening C[C@@H](C(=O)N1CCN(C(=O)OC(C)(C)C)CC1)n1cc(CCC(=O)O)nn1 returned Integrin act MD 14%, Eya2 phos inh 7%, BRCA1 expr act 8%, TRPV1 ag 5, ASM inhibitor -4%, ELG1 genotox 0%, uPA generation -1%, TSG101-PTAP inh -2%, USP2a inh 3%, B2AR arrestin 0.0% and p53 reactivator 2%.
Screening Cc1ccc(NC(=O)C2OCCc3ccccc32)cc1 (stereo not given) returned Integrin act MD -15%, Eya2 phos inh -13%, BRCA1 expr act 34%, TRPV1 ag 3, ASM inhibitor -3%, ELG1 genotox 7%, uPA generation -3%, TSG101-PTAP inh -3%, USP2a inh -7%, B2AR arrestin -0.6% and p53 reactivator 5%.
`COc1c(O)c(O)c2oc(-c3ccccc3)cc(=O)c2c1OC` gave Integrin act MD 20%, Eya2 phos inh -6%, BRCA1 expr act -43%, TRPV1 ag -4, ASM inhibitor -3%, ELG1 genotox 3%, uPA generation -12%, TSG101-PTAP inh 0%, USP2a inh -1%, B2AR arrestin -0.9% and p53 reactivator 4%.
Screening O=c1nc(Nc2ccc([N+](=O)[O-])cc2)[nH]c(=O)[nH]1 returned Integrin act MD 7%, Eya2 phos inh 9%, BRCA1 expr act -14%, TRPV1 ag -3, ASM inhibitor -2%, ELG1 genotox -1%, uPA generation 2%, TSG101-PTAP inh -2%, USP2a inh 0%, B2AR arrestin 0.5% and p53 reactivator -5%.
Screening Cc1cc(N2CCN(S(=O)(=O)c3ccc(Cl)c(Cl)c3)CC2)c2ccccc2n1 returned Integrin act MD -44%[inhibitor], Eya2 phos inh 0%, BRCA1 expr act -68%, TRPV1 ag -3, ASM inhibitor -12%, ELG1 genotox -4%, uPA generation inconclusive, TSG101-PTAP inh -3%, USP2a inh -9%, B2AR arrestin -0.1% and p53 reactivator 5%.
Screening CCn1c(CNC(=O)c2ccccc2)nnc1SCC(=O)N1CCN(c2ccccc2)CC1 returned Integrin act MD -18%, Eya2 phos inh 11%, BRCA1 expr act 1%, TRPV1 ag 1, ASM inhibitor 1%, ELG1 genotox -10%, uPA generation 1%, TSG101-PTAP inh -5%, USP2a inh 0%, B2AR arrestin 0.1% and p53 reactivator -6%.
For COc1ccc(-c2nn(-c3ccccc3)cc2C(=O)Nc2nc(CC(C)=O)ns2)cc1 the results were Integrin act MD 26%, Eya2 phos inh -1%, BRCA1 expr act -65%, TRPV1 ag 21, ASM inhibitor -1%, ELG1 genotox 1%, uPA generation 7%, TSG101-PTAP inh -5%, USP2a inh -2%, B2AR arrestin -0.2% and p53 reactivator 1%.
For O=C(N/N=C/c1cc(Cl)cc([N+](=O)[O-])c1O)NC12CC3CC(CC(C3)C1)C2 the results were Integrin act MD 3%, Eya2 phos inh 2%, BRCA1 expr act -66%, TRPV1 ag 0, ASM inhibitor -7%, ELG1 genotox -7%, uPA generation 1%, TSG101-PTAP inh -7%, USP2a inh 2%, B2AR arrestin 0.1% and p53 reactivator 6%.
For CCCCn1c(N)c(N(CC(C)C)C(=O)c2ccc(Cl)c(S(=O)(=O)N3CCCC3)c2)c(=O)[nH]c1=O the results were Integrin act MD 28%, Eya2 phos inh 18%, BRCA1 expr act -15%, TRPV1 ag 2, ELG1 genotox 0%, uPA generation 10%, TSG101-PTAP inh -3%, USP2a inh 0%, B2AR arrestin -0.1% and p53 reactivator 0%.
For Cc1ccc(-c2nn(C(C)(C)C)c3ncnc(NS(=O)(=O)c4ccc([N+](=O)[O-])cc4)c23)cc1 the results were Integrin act MD 2%, Eya2 phos inh -9%, BRCA1 expr act 0%, TRPV1 ag 26, ASM inhibitor -2%, ELG1 genotox -10%, uPA generation -1%, TSG101-PTAP inh 7%, USP2a inh -7%, B2AR arrestin -0.2% and p53 reactivator 2%.
For CCc1cc2c(cc3c(=O)n(CC(=O)NCCCN(CC)CC)nc(CC)n32)s1 the results were Integrin act MD 12%, Eya2 phos inh -21%, BRCA1 expr act -28%, TRPV1 ag 1, ASM inhibitor 2%, ELG1 genotox -3%, uPA generation 2%, TSG101-PTAP inh -11%, USP2a inh -10%, B2AR arrestin 0.0% and p53 reactivator -8%.
